From PubChem
ROMK mod = human ROMK K+ channel modulation, primary screen; P48048; AID 1918; Tet-inducible ROMK, thallium flux fluorescence; actives lie on both sides; 130,000 compounds, 2% hits; B-score at 10 µM;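 active means signal ratio slope over the read window, or its plate-corrected B-score, at least 3 SD from the plate mean, either direction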;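 further: B-score of the F/F0 ratio slope over 7 to 12 s after thallium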
TR-FRET SRC-2 ct = counter-screen for PPARgamma SRC-2 recruitment agonists: TR-FRET artefact | AID 1049 | TR-FRET ratio at 8 µM | 200,000 compounds, 0.4% hits | hits give high values; in the data active means TR-FRET ratio above about 2000; further: inactives centre near 1500; reference of the scale not given here
S1P3 antag = S1P3 (human) receptor antagonism; 170,000 compounds, 0.27% hits; inhibition, % at 4.98 µM; AID 485; Q99500; CHO S1P3 NFAT-BLA reporter, FRET fluorescence, antagonist mode;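 active means inhibition above the plate cutoff, the mean inhibition of test wells on that plate plus 3 SD, cut at about 28% in these data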;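 further: cells challenged with S1P at its EC80 of 0.8 µM; blue over green emission ratio from cleaved BLA substrate after 4 h stimulation; 0% = S1P-stimulated wells and 100% = unstimulated DMSO-only wells; some compounds past the cut are filed as inactive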
Target sequence (Q99500 whole entry, looked up): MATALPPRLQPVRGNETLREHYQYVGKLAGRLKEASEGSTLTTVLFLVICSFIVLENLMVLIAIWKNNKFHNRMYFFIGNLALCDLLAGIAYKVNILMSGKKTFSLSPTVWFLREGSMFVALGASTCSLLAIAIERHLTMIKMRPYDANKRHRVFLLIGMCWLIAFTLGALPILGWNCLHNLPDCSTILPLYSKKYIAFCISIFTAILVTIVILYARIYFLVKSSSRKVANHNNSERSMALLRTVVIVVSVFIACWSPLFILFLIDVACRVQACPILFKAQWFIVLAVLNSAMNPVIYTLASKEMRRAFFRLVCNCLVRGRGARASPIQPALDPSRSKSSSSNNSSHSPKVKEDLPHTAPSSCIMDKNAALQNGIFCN
bIAP inhibitor = blocks bovine intestinal alkaline phosphatase activity; inhibition, % at 20 µM; 190,000 tested, under 10 active; AID 1019; purified bovine IAP, CDP-star luminescence, 30 min;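 active means over 50% inhibition of intestinal alkaline phosphatase at 20 µM in the single-dose screen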
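Assay system – bovine IAP enzyme · Quantity – bovine IAP at 1/65,000,000 final dilution · Detection – CDP-star luminescence signal · Times – 30 min reaction at room temperature · Also added – CDP-star substrate at 30 µM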
PPARg SRC2 recr = agonists of SRC-2 recruitment by human PPARgamma. P37231. PPARgamma LBD-SRC-2 recruitment, biochemical. activation, % at 8 µM. 200,000 compounds, 0.34% hits; in the data active means activation above about 22%;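 further: 0% = vehicle and 100% = reference agonist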
Target sequence (P37231 whole entry, looked up, the tested form may be a part): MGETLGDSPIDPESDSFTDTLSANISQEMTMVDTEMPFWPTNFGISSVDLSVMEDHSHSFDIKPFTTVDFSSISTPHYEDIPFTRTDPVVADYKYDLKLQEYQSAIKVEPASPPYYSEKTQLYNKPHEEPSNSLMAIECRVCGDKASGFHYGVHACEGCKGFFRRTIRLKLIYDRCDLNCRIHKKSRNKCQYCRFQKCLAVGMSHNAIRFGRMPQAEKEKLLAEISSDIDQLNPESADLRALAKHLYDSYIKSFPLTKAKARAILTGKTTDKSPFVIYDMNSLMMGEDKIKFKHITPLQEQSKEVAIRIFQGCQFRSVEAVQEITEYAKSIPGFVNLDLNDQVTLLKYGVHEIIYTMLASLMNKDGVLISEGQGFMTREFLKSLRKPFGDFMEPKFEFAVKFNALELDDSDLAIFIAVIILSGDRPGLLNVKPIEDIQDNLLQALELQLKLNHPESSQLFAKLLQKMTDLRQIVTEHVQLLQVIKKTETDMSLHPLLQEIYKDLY
PPARg SRC-1 ag = PPARgamma-driven SRC-1 recruitment agonism. PPARgamma-SRC-1 coactivator recruitment biochemical assay. activation, % at 8 µM. 200,000 compounds, 0.41% hits. AID 631; in the data active means activation above about 19%;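 further: 0% = DMSO and 100% = reference agonist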
RAM network inh = blocks the yeast RAM network. S. cerevisiae dse1pr::URA3 reporter, 5-FOA growth OD615, 2 d; analog-sensitive cbk1-as2 kinase mutant strain. inhibition, % at 50 µM. 190,000 compounds, 1.8% hits. AID 868;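 active means inhibition above a set limit, 3 SD over mean compound inhibition, cut at about 8.4% in these data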;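 further: 0% = DMSO-only wells with no growth and 100% = 10 µM 1-NA-PP1 full growth; inhibition rescues growth on 5-FOA so higher OD means more RAM inhibition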
Redox H2O2 prof = compounds producing H2O2 with reducing agent – biochemical, NIH compound library profiling, artefact control for MLSCN library redox annotation, primary screen | AID 878 | activation, % at 10 µM | DTT-dependent redox cycling H2O2, phenol red/HRP absorbance; 100% = 100 µM peroxide control, 0% = buffer | 200,000 compounds, 0.03% hits;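 active means activation of at least 50% relative to the plate's high and low controls in the primary single-dose screen; inactive means activation below 50%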;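 further: compound incubated with DTT at 0.8 mM final as the reducing agent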
HMGR II inh = E. faecalis class II HMG-CoA reductase inhibition; purified E. faecalis HMGR, NADPH absorbance 340 nm kinetic; 190,000 compounds, 0.41% hits; inhibition, % at 10 µM;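 active means inhibition above a set limit, the median over all tested compounds plus 3 SD, cut at about 9.5% in these data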;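 further: enzyme runs in reverse so mevalonate oxidation gives rising NADPH absorbance; 0% = complete reaction with DMSO and 100% = background rate lacking mevalonate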
PPARg SRC-3 ag = promotes SRC-3 coactivator recruitment by human PPARgamma; P37231; biochemical PPARgamma/SRC-3 coactivator recruitment assay; activation, % at 8 µM; 200,000 compounds, 0.26% hits; in the data active means activation above about 23%;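 further: 0% = DMSO and 100% = reference agonist; some compounds past the cut are filed as inactive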
Lmaj promast = inhibitors of Leishmania major promastigote growth | Leishmania major promastigotes, resazurin fluorescence viability | 200,000 compounds, 9% hits | inhibition, % at 10 µM | AID 1063; in the data active means inhibition above about 50%;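 further: promastigotes grown with compound for 44 hours at 28 °C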
* hit, by the source's call; x = not tested or not shown. Hits appear at their usual frequency; any-hit rate near 13%.

SMILES	ROMK mod	TR-FRET SRC-2 ct	S1P3 antag	bIAP inhibitor	PPARg SRC2 recr	PPARg SRC-1 ag	RAM network inh	Redox H2O2 prof	HMGR II inh	PPARg SRC-3 ag	Lmaj promast
COCCn1c(=NC(=O)c2ccc(S(=O)(=O)N3CCc4ccccc4C3)cc2)sc2cc(OC)ccc21	-0.24	1695	0	4	18	4	2.0	0.9	-2	5	0
Cc1[nH]c2ccccc2c1C(=O)COC(=O)Cn1cnc2ccccc21	x	1375	-18	5	-2	-2	0.1	0.2	1	2	-3
Cc1nn(C)cc1C1C2=C(CC(C)(C)CC2=O)OC2=C1C(=O)CC(C)(C)C2	0.058	1378	x	10	-7	-9	-0.7	-0.5	-1	-7	-7
COc1cccc(C2CC(c3ccccc3Cl)Nc3nc(N)nn32)c1 (stereo not drawn)	0.0051	1491	-42	-8	-4	2	-0.1	0.5	-5	-4	2
O=C(NC1(C(F)(F)F)N=C(c2ccccc2)NC1=O)c1ccc(Cl)cc1Cl (stereo not drawn)	0.99	1632	x	5	5	3	0.8	-5.1	0	-6	-3
COCCN=c1scc(C)n1/N=C/C1CC2C=CC1C2 (stereo not drawn)	-0.75	1445	-15	-12	-9	0	2.3	0.3	-11	-4	7
O=C(/C=C/c1cccc([N+](=O)[O-])c1)Nc1ccccc1N1CCOCC1	-0.95	1488	-3	5	14	2	0.8	-0.5	2	3	0
CC(C)Oc1ccc(C(=O)NC2(C(F)(F)F)N=C3SCCN3C2=O)cc1 (stereo not drawn)	0.48	1678	x	14	10	7	-0.9	-0.1	1	10	-9
Cc1ccccc1OCC(=O)Nc1ccc2c(c1)n(C)c(=O)n2C	-0.37	1558	10	-21	7	-4	0.8	-1.2	-1	0	19
OC(COCc1cccs1)CN1CCN(c2ccccn2)CC1 (stereo not drawn)	x	1526	x	5	-7	9	1.4	-0.8	-7	-3	-4
COC(=O)c1ccc(NC(=S)N2CCN(Cc3ccccc3OC)CC2)cc1	0.41	1473	-4	-2	-2	-4	1.5	0.2	0	9	-3
CCCCC(=O)OCC(=O)Nc1ccc(SC(F)F)cc1	0.0061	1691	-3	1	-1	2	0.6	0.0	4	2	1
COc1ccc2cc(C#N)c(N3CCN(C(=O)c4ccccc4C)CC3)nc2c1	-0.0017	1409	-3	-18	1	-2	8.8*	0.2	-8	3	15
COc1cc2cc(C(=O)Nc3ccccc3)c(N)nc2cc1OC	0.13	1503	x	-7	3	5	4.8	-0.1	0	-1	27
O=C(/C=C/c1ccco1)NC(=S)Nc1nc(-c2ccc(Cl)cc2)cs1	x	1507	-16	-16	2	1	6.2	0.4	-5	6	-5
Oc1ccccc1-c1nnc(SCCN2CCOCC2)n1Cc1ccccc1	0.92	1483	8	-4	3	-6	0.5	-0.3	-2	-4	23
O=C(CSc1nc(-c2cccs2)cc(C(F)(F)F)n1)Nc1cc(OCC(F)(F)C(F)F)cc([N+](=O)[O-])c1	-0.31	1546	-17	-23	1	-3	-0.4	0.2	-7	-6	84*
O=C(/C=C\c1cccs1)c1c(O)ccc2ccc(=O)oc12	-5*	1524	0	9	2	0	2.6	-0.3	0	-1	30
CC(C)=CC[N+]1(C)CCCCC1	-1.9	1612	-20	41	16	5	1.1	0.3	1	5	-5
CCCCCCCCNC(=O)C(CCC(=O)OCc1ccccc1)NC(C)=O (stereo not drawn)	-1.9	1705	x	-16	6	10	4.8	-0.1	-5	5	-1
O=C1Nc2ccc([N+](=O)[O-])cc2OC1CCN1CCN(Cc2ccccc2)CC1 (stereo not drawn)	-1.9	1464	-15	10	4	17	0.5	3.5	-8	3	4
O=c1oc(Nc2ccccc2Cl)nc2ccccc12	-0.95	1694	-1	3	-2	-2	-0.1	-0.5	-3	3	-1
COc1ccc(NC(=O)/C=C/c2cc(OC)c(OC)c(OC)c2)cn1	-0.082	1596	9	4	6	0	9.0*	-0.1	0	0	-2
CCCC1(C)Nc2ccccc2-c2nc3ccccc3n21 (stereo not drawn)	x	1480	x	3	0	4	0.3	2.3	-3	14	85*
CCOC(=O)c1[nH]cnc1C(=O)Nc1ccncc1	x	1579	-6	-72	4	0	-0.5	1.1	-2	3	3

Look-ups from the results shown.
O=C(/C=C\c1cccs1)c1c(O)ccc2ccc(=O)oc12 @ HMGR II inh = 0
Oc1ccccc1-c1nnc(SCCN2CCOCC2)n1Cc1ccccc1 @ ROMK mod = 0.92

Shown as a hit in RAM network inh (from the list above):
canonical_smiles | ROMK mod | S1P3 antag | bIAP inhibitor | PPARg SRC2 recr | PPARg SRC-1 ag | RAM network inh | Redox H2O2 prof | HMGR II inh | PPARg SRC-3 ag
COc1ccc2cc(C#N)c(N3CCN(C(=O)c4ccccc4C)CC3)nc2c1 | -0.0017 | -3 | -18 | 1 | -2 | 8.8* | 0.2 | -8 | 3
COc1ccc(NC(=O)/C=C/c2cc(OC)c(OC)c(OC)c2)cn1 | -0.082 | 9 | 4 | 6 | 0 | 9.0* | -0.1 | 0 | 0

(next part)
SMILES	ROMK mod	TR-FRET SRC-2 ct	S1P3 antag	bIAP inhibitor	PPARg SRC2 recr	PPARg SRC-1 ag	RAM network inh	Redox H2O2 prof	HMGR II inh	PPARg SRC-3 ag	Lmaj promast
CCOC(=O)C1CCCN(C(=O)COC(=O)c2cc(=O)c3ccccc3o2)C1 (stereo not drawn)	x	1559	x	7	-8	-2	-1.5	1.6	-6	-5	3
Cc1c([N+](=O)[O-])nnn1-c1cc(Cl)cc(Cl)c1	0.55	1659	13	-11	6	5	1.6	0.0	-4	1	50*
CC(=O)c1ccc(NC(=O)CSc2ccc(-c3ccc4c(c3)OCO4)nn2)cc1	x	1840	2	-15	4	2	6.3	1.0	-1	1	-6
CC(C)CC(C(=O)Nn1cnnc1)N1C(=O)c2ccccc2C1=O (stereo not drawn)	x	1399	9	-11	9	0	0.4	1.7	-2	7	-3
N=C1C(c2nc3ccccc3s2)=C(O)CN1NC(=O)c1ccccc1[N+](=O)[O-]	-0.39	1570	-7	-19	-2	10	7.9	-0.1	-3	3	-2
CC1=C([N+](=O)[O-])C(c2ccccc2)C2=C(N1)c1ccccc1C2=O (stereo not drawn)	1.7	1482	x	27	12	6	2.9	0.1	0	0	20
Cc1cccc(C(=O)NCCN2CCOCC2)c1[N+](=O)[O-]	-0.063	1749	-2	19	-8	-7	0.4	-0.1	-8	8	3
O=C(Nc1c2c(nn1-c1ccc(F)cc1)CS(=O)C2)c1ccc(S(=O)(=O)N2CCOCC2)cc1 (stereo not drawn)	0.028	1510	5	-15	-5	1	1.0	0.4	2	1	-7
O=C(O)C1=C[C@H](c2ccc(Br)cc2)C[C@H](OCc2ccc(CO)cc2)O1	x	1492	-18	-7	-2	6	0.8	-0.1	-5	3	-9
N#CC1(NC(=O)CN2CCc3ccccc3C2)CCCC1	1.1	1485	5	0	1	12	1.6	-1.1	3	4	-4
COc1ccc2nc(NC(=O)Nc3cccc4ccccc34)sc2c1	0.36	1599	-2	5	4	-1	1.7	-0.1	5	0	-1
COC(=O)c1ccc(COc2ccc3c(C)c(C)c(=O)oc3c2)o1	-0.0029	1573	-5	1	5	-3	1.2	12	-11	-2	-3
CC(C)c1nnc(NC(=O)CCC(=O)Nc2ccc(F)cc2)s1	0.0093	1543	6	3	8	5	1.6	0.5	3	-3	-5
COC(=O)Nc1nc(C)c(C(=O)c2ccccc2)s1	1.7	1595	x	5	13	1	1.7	1.9	-6	-1	-11
CSCCC(NC(=O)c1ccco1)C(=O)OCc1cc([N+](=O)[O-])cc2c1OCOC2 (stereo not drawn)	0.19	1678	-12	16	2	-9	3.4	0.1	-1	-2	-4
Cc1c(Cl)cccc1NC(=S)N(Cc1cccnc1)Cc1ccccc1Cl	-0.26	1538	0	-3	3	10	0.4	-2.6	-1	5	95*
COc1c(F)c(F)c(C(=O)O)c(Nc2cc(C)cc(C)c2)c1F	0.072	1643	5	-5	2	2	0.4	0.1	-3	5	-8
CCN1C(=O)c2ccc(C(=O)NCc3ccccc3)cc2C1=O	-0.4	1769	-8	0	5	4	1.1	0.8	3	-10	1
Cc1ccc(Cl)cc1N1CCN(C(=O)COc2ccc(S(=O)(=O)NC(C)C)cc2)CC1	x	1477	-8	5	-10	6	0.7	-0.7	-3	0	30
CC1CCN(C(=O)CSc2nncn2C)CC1	x	1692	x	6	10	2	0.0	0.3	-2	11	-7
COCCCn1c(SCC(=O)NCc2ccccc2)nc2ccccc2c1=O	-0.14	1450	x	6	-5	4	5.0	0.9	0	-4	11
CCCc1cc(C(=O)NC2CCCCC2)no1	x	1828	-2	-3	4	3	0.0	-0.8	-2	2	-6
COc1ccc(C(C(=O)NC2CCCC2)N(C(=O)c2snc(-c3ccc(F)cc3)c2N)c2ccc(OC)cc2)cc1 (stereo not drawn)	0.75	2223*	x	6	15	16	2.0	2.7	1	17	63*

A draw from above in order of molecular weight, largest number first:
SMILES	ROMK mod	TR-FRET SRC-2 ct	S1P3 antag	bIAP inhibitor	PPARg SRC2 recr	PPARg SRC-1 ag	RAM network inh	Redox H2O2 prof	HMGR II inh	PPARg SRC-3 ag	Lmaj promast
O=C(Nc1c2c(nn1-c1ccc(F)cc1)CS(=O)C2)c1ccc(S(=O)(=O)N2CCOCC2)cc1 (stereo not drawn)	0.028	1510	5	-15	-5	1	1.0	0.4	2	1	-7
Cc1ccc(Cl)cc1N1CCN(C(=O)COc2ccc(S(=O)(=O)NC(C)C)cc2)CC1	x	1477	-8	5	-10	6	0.7	-0.7	-3	0	30
Cc1c(Cl)cccc1NC(=S)N(Cc1cccnc1)Cc1ccccc1Cl	-0.26	1538	0	-3	3	10	0.4	-2.6	-1	5	95*
COc1ccc2nc(NC(=O)Nc3cccc4ccccc34)sc2c1	0.36	1599	-2	5	4	-1	1.7	-0.1	5	0	-1

2 entries drawn at random from the list so far:
SMILES	ROMK mod	TR-FRET SRC-2 ct	S1P3 antag	bIAP inhibitor	PPARg SRC2 recr	PPARg SRC-1 ag	RAM network inh	Redox H2O2 prof	HMGR II inh	PPARg SRC-3 ag	Lmaj promast
CCN1C(=O)c2ccc(C(=O)NCc3ccccc3)cc2C1=O	-0.4	1769	-8	0	5	4	1.1	0.8	3	-10	1
O=C(CSc1nc(-c2cccs2)cc(C(F)(F)F)n1)Nc1cc(OCC(F)(F)C(F)F)cc([N+](=O)[O-])c1	-0.31	1546	-17	-23	1	-3	-0.4	0.2	-7	-6	84*
